Bioassay records: PubChem, Broad Institute
RAD54 branch: inhibitors of human RAD54 branch migration, primary screen, biochemical, fluorescence, single point; AID 602329, 2012; DNA repair and recombination protein RAD54-like (Homo sapiens), Q92698; 360,000 compounds, 0.14% hits; inhibition, % at 10.4 µM; RAD54 Holliday junction branch migration, FAM/BHQ fluorescence;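 active = mean normalized replicate activity at least 40 and at least half of replicates scoring 40 or more; inconclusive = only one of the two criteria met; inactive = mean below 40 and under half of replicates reaching 40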;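 also: 0% = median of neutral control wells and 100% = median of positive control wells; inhibitors cause a drop in the FAM fluorescence signal; in these data hits start at about 50%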
RAD52 inh: RAD52 DNA annealing inhibitors, primary screen, biochemical, FRET, single point, set 2 | DNA repair protein RAD52 homolog (Homo sapiens), P43351 | recombinant RAD52 DNA annealing, FRET fluorescence | inhibition, % at 18.7 µM | 360,000 compounds, 0.46% hits | AID 651710, 2012;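 active = every replicate showing at least 50% inhibition; inconclusive = mean inhibition at least 50% but not in every replicate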
Target sequence (P43351 whole entry, looked up): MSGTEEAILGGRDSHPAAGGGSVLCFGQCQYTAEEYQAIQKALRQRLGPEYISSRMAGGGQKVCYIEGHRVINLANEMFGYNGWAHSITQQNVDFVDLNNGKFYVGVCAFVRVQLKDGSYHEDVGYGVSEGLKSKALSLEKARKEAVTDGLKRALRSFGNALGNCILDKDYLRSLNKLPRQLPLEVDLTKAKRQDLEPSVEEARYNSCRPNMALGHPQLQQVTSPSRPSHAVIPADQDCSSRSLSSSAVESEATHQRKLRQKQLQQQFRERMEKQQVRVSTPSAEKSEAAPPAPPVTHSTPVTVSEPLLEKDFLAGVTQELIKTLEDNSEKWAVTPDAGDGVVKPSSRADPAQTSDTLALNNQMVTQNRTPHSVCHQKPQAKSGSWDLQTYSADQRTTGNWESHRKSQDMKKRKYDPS
esBAF inh: Bmi1 luciferase reporter increase in mESCs, primary screen, esBAF inhibitor project, mouse ES cells, Bmi1 luciferase knock-in, single point. 24 h; 100% = twice the neutral-well signal. reporter increase, % at 12.5 µM. 350,000 compounds, 2% hits. AID 602393, 2012; in the data active = activation above about 40%; inconclusive = no clear call, values can overlap the other calls;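 also: 0% = median of the plate's neutral control wells and 100% = double that signal; a rise in the Bmi1 reporter signal indicates esBAF inhibition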
ERp5 block: inhibitors of ERp5-driven insulin aggregation, primary screen, biochemical, turbidity, absorbance 650 nm, single point; Protein disulfide-isomerase A6 (Homo sapiens), Q15084; 90 min; inhibition, % at 9.99 µM; 350,000 compounds, 0.05% hits;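 active = mean replicate inhibition above about 25%, with every replicate also reaching it, limit read from the data, passing the limit was not always enough; inconclusive = only one of those two criteria met; inactive = neither criterion met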
Target sequence (Q15084 whole entry, looked up): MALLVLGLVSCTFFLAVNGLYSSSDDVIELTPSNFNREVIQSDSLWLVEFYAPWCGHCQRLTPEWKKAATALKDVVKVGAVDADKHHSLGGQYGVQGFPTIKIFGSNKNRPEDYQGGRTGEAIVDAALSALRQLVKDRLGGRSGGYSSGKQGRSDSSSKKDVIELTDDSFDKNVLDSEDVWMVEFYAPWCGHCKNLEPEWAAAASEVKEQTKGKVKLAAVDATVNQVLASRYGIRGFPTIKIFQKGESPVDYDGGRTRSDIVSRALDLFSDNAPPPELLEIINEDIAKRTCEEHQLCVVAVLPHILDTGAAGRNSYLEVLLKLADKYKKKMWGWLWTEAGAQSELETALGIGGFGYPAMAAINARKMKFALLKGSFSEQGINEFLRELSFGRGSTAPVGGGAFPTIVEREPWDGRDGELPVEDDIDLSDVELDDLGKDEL
E-selectin induc: E-selectin induction in HUVECs, primary screen, imaging, HUVEC, immunofluorescence imaging, single point; normalized: neutral wells 0, TNF-alpha wells 100; P16581; activation, % at 7.58 µM; AID 686992, 2013; 260,000 compounds, 0.37% hits;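 active = mean E-selectin-positive cell signal at least 10% of the positive control, reached in at least 60% of replicates, without over 20% cell loss; inconclusive = no rule given, readout overlaps actives, possibly toxicity-flagged; inactive = the rest, including those meeting only one limit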;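 also: in these data hits start at about 27%; measured in HUVEC primary endothelial cells; signal is the percent of cells scored E-selectin positive by PE staining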
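Test system – human umbilical vein endothelial cells (HUVEC), E-selectin induction · Input – 3,000 HUVEC seeded per well · Buffer or medium – EGM-2, gelatin · Compound dosing – single-point compound dose · Detection – immunofluorescence imaging · Measure – percent E-selectin-positive cells · Controls – TNF-alpha high, DMSO low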
ERAP1 HTS inh: human ERAP1 aminopeptidase inhibitors, primary screen, biochemical, single point, plate reader; Endoplasmic reticulum aminopeptidase 1 (Homo sapiens), Q9NZ08; recombinant ERAP1, Leu-AMC fluorescence, 60 min; inhibition, % at 10.7 µM; 340,000 compounds, 0.15% hits; AID 652197, 2013;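 active = mean replicate inhibition of at least 30%, or all replicates individually reaching that 30% level; inactive = mean below 30% and not every replicate reaching it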;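 also: 0% = neutral control wells and 100% = L-leucinethiol positive control wells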
S100A4 MyoIIA: inhibitors of S100A4-myosin IIA peptide binding, primary screen, biochemical, fluorescence polarization, TAMRA-MyoIIA peptide; inhibition, % at 10.7 µM; 360,000 compounds, 0.14% hits; AID 652163, 2013;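 active = mean inhibition of at least 70% across replicates, with every replicate also reaching that level; inconclusive = mean inhibition reaches 70% but some replicates fall short; inactive = mean inhibition below 70%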
Target sequence (P26447 whole entry, looked up): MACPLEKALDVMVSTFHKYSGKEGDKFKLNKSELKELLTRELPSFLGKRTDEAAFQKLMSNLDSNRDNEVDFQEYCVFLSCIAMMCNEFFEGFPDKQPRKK
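Compound dosing: one dose per compound; test system: human S100A4 monomer with TAMRA-labelled myosin IIA peptide; probe or stimulus: TAMRA-labelled myosin IIA heavy-chain peptide probe, 5 nM; medium: HEPES buffer with Ca2+, pH 7.2; schedule: 5 min incubation before reading; benchmarks: neutral control DMSO, positive control TFP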
Xi reactivation: activators of inactive X chromosome reactivation, primary screen, imaging, XiGFP fibroblasts, GFP high-content imaging, set 2. XiGFP mouse fibroblasts, % GFP-positive cells imaging, 3 d; cells co-treated with 5-aza-dC sensitizer; scaled so ellipticine positive control = 100%. activation, % at 7.58 µM. 360,000 compounds, 0.055% hits. AID 743238, 2013;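 active = mean normalized replicate activation at least 10% and every replicate at or above 10%; inconclusive = only one of the two criteria met; inactive = mean below 10% and not all replicates reach 10%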;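 also: 0% = median of on-plate neutral control wells and 100% = ellipticine 6 µM median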
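Assay system: SV40-immortalized XiGFP fibroblast cells, line 68-5-11; buffer or medium: DMEM plus 5-aza-dC sensitizer; compound: one concentration, pinned; timing: compounds 3 days, fix/stain 15 min at room temperature; benchmarks: positive control ellipticine, 6 µM final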
The depositor's hits bear a star; ? = inconclusive; / = no result given.

SMILES	RAD54 branch	RAD52 inh	esBAF inh	ERp5 block	E-selectin induc	ERAP1 HTS inh	S100A4 MyoIIA	Xi reactivation
COC(=O)c1ccc(S(=O)(=O)N2CCCN(Cc3ccccc3)CC2)n1C	/	-21	/	/	/	-4	-3	-0.1
COc1ccc(S(=O)(=O)Nc2cccc3c2O[C@H](CN(C)S(=O)(=O)c2cn(C)cn2)[C@H](C)CN([C@H](C)CO)C3=O)cc1	9	-3	-8	18	-0.2	0	5	?
CC(=O)Nc1cccc(-c2cc3c(c4c2ccn4C)C2CCC3O2)c1 (configuration not stated)	10	-20	4	0	0.5	1	-1	/
CNC(=O)c1sc(N2N=C3/C(=C/c4ccccc4)CCCC3C2c2ccccc2)nc1C (configuration not stated)	-24	-60	-1	2	/	-6	-2	/
O=C(C[C@H]1CC[C@H](NC(=O)C2CCOCC2)[C@@H](CO)O1)Nc1ccc(-c2ccccc2)cc1	-1	-5	18	-6	-0.1	1	-2	1.4
O=c1c2ccccc2n(CC(O)CN2CCCCC2)c2ccccc12 (configuration not stated)	20	40	-1	6	8.9	21	-1	0.4
COc1ccc(CN(C)C(=O)C2CSC3(C)CCC(=O)N23)cc1 (configuration not stated)	/	6	/	2	-0.3	-5	1	0.1
C[C@H]1CN([C@@H](C)CO)C(=O)c2cc(N(C)C)ccc2O[C@H]1CN(C)C(=O)NC1CCCCC1	6	-10	6	-1	-2.3	-1	10	0.0
COc1cccc(C(=O)Nc2ccc3c(c2)C(=O)N(C)C[C@H](OC)[C@H](C)CN(CCc2ccccc2)[C@H](C)CO3)c1	0	20	4	2	-0.1	/	2	0.5
CCOc1ccc(CN(C)C(=O)c2ccc(=O)[nH]c2)cc1	4	-3	-2	3	/	0	0	0.1
C[C@@H]1CN([C@H](C)CO)C(=O)c2cccc(NC(=O)CCCCCC(=O)Nc3ccccc3N)c2O[C@@H]1CN(C)Cc1ccc(Oc2ccccc2)cc1	/	-23	/	-4	1.1	-3	9	0.2
O=C(C[C@@H]1C[C@@H]2c3cc(NC(=O)c4cccnc4)ccc3O[C@@H]2[C@@H](CO)O1)NCc1ccccn1	1	-5	-1	1	1.0	-2	4	0.0
C[C@@H]1CN([C@@H](C)CO)C(=O)c2cc(NC(=O)NC3CCCCC3)ccc2O[C@H]1CN(C)Cc1ccc(Cl)c(Cl)c1	-5	6	-1	2	0.1	1	7	-1.0
CP(C)(=O)CCP(=O)(c1ccccc1)c1ccccc1	/	2	/	-1	6.0	-4	-3	0.0
C[C@@H]1CN([C@@H](C)CO)S(=O)(=O)c2ccc(C#Cc3ccc(F)cc3)cc2O[C@@H]1CN(C)C(=O)c1ccccn1	8	11	-5	-2	-0.4	-2	6	0.7
O=C(Cc1ccc(S(=O)(=O)N2CCOCC2)s1)N1CCN(S(=O)(=O)c2cccc([N+](=O)[O-])c2)CC1	-10	-13	6	1	-0.1	-1	-4	0.0
COc1ccc(S(=O)(=O)N2CCc3ccccc32)cc1[N+](=O)[O-]	6	-24	2	4	0.0	-1	-1	0.4
Cc1cc(Nc2ccccc2F)n2ncnc2n1	-7	-4	-1	0	0.0	-1	5	0.0
Cc1ccc(-c2cnc3c(c2)C(=O)N([C@H](C)CO)C[C@@H](C)[C@@H](CN(C)CC2CCOCC2)O3)cc1	-1	4	5	3	-0.1	0	-8	-0.3
CCN1CCN(c2c(S(=O)(=O)c3ccc(Cl)cc3)cnc3ccccc23)CC1	/	6	/	2	-0.1	0	-2	0.0
O=C(C[C@@H]1CC[C@@H]2[C@H](COC[C@H](O)CN2Cc2cc(F)ccc2F)O1)NCc1ccccc1	-2	7	6	11	-0.1	1	-2	0.3
Cc1ccc(-c2nc(CSCC(=O)NCC3CCCO3)c(C)o2)cc1 (configuration not stated)	/	5	/	7	-0.1	1	-4	0.0
Cn1c2ccccc2c2nnc(SCC(=O)NC3CCCC3)nc21	-14	4	-2	0	0.0	-4	-1	0.0
COc1ccc(CN2CC3(CCN(C(=O)Cc4ccccc4)CC3)c3c([nH]c4cc(OC)ccc34)[C@H]2CO)cc1	/	-44	/	-12	-0.6	1	5	0.3
CCCC#Cc1cnc2c(c1)C(=O)N([C@H](C)CO)C[C@H](C)[C@H](CN(C)S(=O)(=O)c1cn(C)cn1)O2	-3	-4	10	0	0.0	-1	-9	0.1
CN(C)CC(=O)Nc1ccc2c(c1)[C@@H]1C[C@@H](CC(=O)NC3CCCC3)O[C@H](CO)[C@@H]1O2	3	-12	3	7	-0.1	0	40	0.2
C[C@H](NC(=O)c1ccccc1Cl)C(=O)OCCOc1cccc(Cl)c1	/	-11	/	3	/	-2	-8	0.0
CCCC(=O)Nc1ccc2c(c1)COC2=O	/	-4	/	0	/	15	0	0.6
COc1ccccc1N(CC(=O)Nc1ccccc1C(=O)NC(C)C)S(C)(=O)=O	-5	-12	6	-3	/	3	-1	/
CNc1ccc([N+](=O)[O-])cc1-c1nc2ccccc2[nH]c1=O	0	-18	15	6	/	1	-1	-0.1
COc1cccc(C(=O)OCC(=O)Nc2cc(C)c(C)cc2[N+](=O)[O-])c1	/	-6	/	-2	/	-3	-8	0.1
COc1ccc(CN(C)C(=O)CNC(=O)CNC(=O)c2ccc(Cl)cc2Cl)cc1F	8	-10	-3	5	/	0	3	0.0
CC(C)c1cccc(NC(=O)C[C@H]2CC[C@H]3[C@@H](COc4ccc(NC(=O)c5cnccn5)cc4C(=O)N3C)O2)c1	0	2	3	3	0.0	3	-5	0.0
C[C@@H]1CN([C@H](C)CO)C(=O)c2cccc(NC(=O)C3CCCCC3)c2O[C@@H]1CN(C)C(=O)Nc1ccc(C(F)(F)F)cc1	-15	3	-1	0	2.7	-1	8	0.1
O=C1NC(=Nc2cccc(Cl)c2)SC1Cc1cccc(Cl)c1Cl (configuration not stated)	10	-17	0	0	/	-4	-6	/
N#CC[C@H](c1ccccc1)N1CCN(Cc2ccccc2)CCC1=O	-4	-23	-4	10	/	3	5	0.1
CC(C)CC#Cc1ccc2c(c1)O[C@@H](CN(C)S(=O)(=O)c1cccc(F)c1)[C@@H](C)CN([C@@H](C)CO)S2(=O)=O	1	12	5	1	/	-2	-2	/
COc1ccc(NC(=O)N(C)C[C@H]2Oc3ncc(-c4cccnc4)cc3C(=O)N([C@@H](C)CO)C[C@@H]2C)cc1	-8	-11	0	6	/	6	-5	0.1
COc1ccc(CNC(=O)c2ccc(Cl)c(S(=O)(=O)N3CCCCCC3)c2)cc1	7	-17	-2	1	0.1	-2	1	0.2
C[C@H](CO)N1C[C@H](C)[C@@H](CN(C)C(=O)NC2CCCCC2)OCCCC[C@H](C)Oc2ccc(NC(=O)CCC(F)(F)F)cc2C1=O	-3	-19	10	-2	1.0	2	9	0.0
NC(=O)C1(c2ccccc2)CCC(=O)N1c1ccccc1 (configuration not stated)	-6	-1	10	3	0.0	0	4	0.2
CC(=O)N1[C@@H]2c3ccc(C4=CCCC4)c(=O)n3C[C@@H]2[C@@H](CO)[C@@H]1C(=O)NC1CCC1	/	-7	/	-2	-0.3	-1	9	0.1
c1ccc(-c2nc(C3CCCCC3)c3ccccc3n2)cc1	-16	-10	2	1	-0.1	9	2	0.0
CCc1ccc(OCCNC(=O)c2ccco2)cc1	-27	-7	20	1	0.0	0	-37	0.0
COc1ccc2c(=O)c(-c3ccccc3)coc2c1	3	-7	0	-6	/	1	12	/

Full records as entered above. Order of values: RAD54 branch, RAD52 inh, esBAF inh, ERp5 block, E-selectin induc, ERAP1 HTS inh, S100A4 MyoIIA, Xi reactivation
`CCCC(=O)Nc1ccc2c(c1)COC2=O` reads /, -4, /, 0, /, 15, 0, 0.6
`CC(=O)Nc1cccc(-c2cc3c(c4c2ccn4C)C2CCC3O2)c1` (configuration not stated) reads 10, -20, 4, 0, 0.5, 1, -1, /

(continued)
SMILES	RAD54 branch	RAD52 inh	esBAF inh	ERp5 block	E-selectin induc	ERAP1 HTS inh	S100A4 MyoIIA	Xi reactivation
COCC(=O)N1CC2(CN(Cc3ccccc3)C2)c2c(n(C)c3cc(OC)ccc23)[C@@H]1CO	/	10	/	5	-0.3	4	0	0.0
Cc1cccc(NC(=O)Cn2cc([N+](=O)[O-])cn2)n1	-3	-4	-2	9	-0.3	2	-2	0.1
C[C@H](CO)N1C[C@H](C)[C@H](CN(C)S(=O)(=O)c2ccc(F)cc2)Oc2ccc(NC(=O)Nc3ccc(C(F)(F)F)cc3)cc2C1=O	9	-8	2	2	1.4	-3	7	-0.9
CC1CN(C(=S)NC(=O)c2ccccc2)CC(C)O1 (configuration not stated)	5	-12	-1	7	0.1	2	1	0.0
CNC(=O)C[C@H]1CC[C@@H]2[C@H](COC[C@H](O)CN2C(=O)c2ccccn2)O1	4	23	4	8	0.0	-4	8	0.0
O=C(Nc1ncnc2sc3c(c12)CCCC3)c1ccncc1	6	-4	-2	0	-0.4	-5	-2	0.3
CCN1CCN(c2cc(=O)n(Cc3ccc(F)cc3)c(=O)[nH]2)CC1	-17	-24	-5	1	/	-7	5	0.4
CCOC(=O)c1cc2c(n(-c3ccc(Cl)cc3)c1=O)CCCC2=O	/	-17	/	-2	/	-4	-4	0.1
NC(N)=N/N=C/c1ccc(Br)cc1	/	-11	/	1	0.0	-6	6	0.1
O=C1NC(Cc2ccccc2)c2nc3ccc(F)cc3c(=O)n2-c2cc(Cl)ccc21 (configuration not stated)	/	11	/	-2	-0.4	-1	-4	0.0
CO[C@@H]1CN(C)C(=O)c2ccc(NS(=O)(=O)c3cn(C)cn3)cc2OC[C@H](C)N(CCC(F)(F)F)C[C@H]1C	/	-14	/	/	0.0	2	-6	0.5
CC(C)NC(=O)Nc1ccc2c(c1)C(=O)N([C@H](C)CO)C[C@H](C)[C@@H](CN(C)C(=O)c1ccccc1)OCCCC[C@@H](C)O2	10	17	-5	-4	0.6	-4	-10	0.1
CC(=O)N(C)C[C@H]1Oc2cc(Br)ccc2S(=O)(=O)N([C@@H](C)CO)C[C@H]1C	11	-4	-2	0	0.1	-2	-1	-0.2
C[C@H](CO)N1C[C@H](C)[C@@H](CN(C)C(=O)C2CCCCC2)OCCCC[C@H](C)Oc2ccc(NC(=O)CCCN(C)C)cc2C1=O	1	/	4	/	0.7	/	/	-0.9
CCCNC(=O)[C@H]1[C@H](CO)[C@H]2Cn3c(ccc(/C=C/c4ccccc4)c3=O)[C@H]2N1CCC	-5	-18	-5	5	-0.2	-21	-22	0.6
C[C@H](NC(=O)c1nc[nH]c1C(=O)NCCCCCNC(=O)OC(C)(C)C)c1ccccc1	5	-5	0	2	/	0	1	0.1
